Source: PubChem BioAssay (several laboratories)
rCAG binder – binders of r(CAG) RNA repeats, primary screen, biochemical, fluorescence; 370,000 compounds, 1.3% hits; r(CAG) RNA repeat, TO-PRO-1 dye displacement fluorescence; inhibition, % at 3 µM;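 active means inhibition above the plate cutoff, the mean of all test compounds on that plate plus 3 SD, cut at about 35% in these data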;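 further: 0% = DMSO alone and 100% = 100 µM mitoxantrone as full dye displacement; higher means more dye released from RNA so lower well fluorescence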
GC-A act – GC-A stimulated cGMP production enhancers – HEK293 GC-A cells, cGMP TR-FRET, EC30 ANP, primary screen. AID 1671463, 2021. activation, % at 10 µM. Atrial natriuretic peptide receptor 1 (Homo sapiens), P16066. 370,000 compounds, 0.14% hits. 0% at EC30 ANP, 100% saturating ANP; in the data active means activation above about 40%
Tn6 DDE FP – inhibitors of Tn6 peptide binding to fibrin DD(E), primary screen, biochemical, fluorescence polarization, human fibrin, Tn6 probe. inhibition, % at 8.3 µM. Fibrinogen beta chain (Homo sapiens), P02675. 370,000 compounds, 0.21% hits. Fibrin DD(E) TRITC-Tn6 fluorescence polarization displacement. AID 720509, 2013;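 active means inhibition above a per-campaign cutoff: mean of compounds within control limits plus 3 SD, cut at about 15% in these data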;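 further: 0% = median of all compound wells on the plate and 100% = blocking peptide control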
GC-B act – human GC-B receptor activators, primary screen, HEK293 GC-B cells, cGMP TR-FRET, EC30 CNP | Atrial natriuretic peptide receptor 2 (Homo sapiens), P20594 | 0% at EC30 CNP, 100% saturating CNP | activation, % at 10 µM | 370,000 compounds, 0.11% hits | AID 1920062, 2024;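 active means activation at 10 µM reaching about 35% in either raw or pattern-adjusted values, limit read from the data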
Target sequence (P20594 whole entry, looked up): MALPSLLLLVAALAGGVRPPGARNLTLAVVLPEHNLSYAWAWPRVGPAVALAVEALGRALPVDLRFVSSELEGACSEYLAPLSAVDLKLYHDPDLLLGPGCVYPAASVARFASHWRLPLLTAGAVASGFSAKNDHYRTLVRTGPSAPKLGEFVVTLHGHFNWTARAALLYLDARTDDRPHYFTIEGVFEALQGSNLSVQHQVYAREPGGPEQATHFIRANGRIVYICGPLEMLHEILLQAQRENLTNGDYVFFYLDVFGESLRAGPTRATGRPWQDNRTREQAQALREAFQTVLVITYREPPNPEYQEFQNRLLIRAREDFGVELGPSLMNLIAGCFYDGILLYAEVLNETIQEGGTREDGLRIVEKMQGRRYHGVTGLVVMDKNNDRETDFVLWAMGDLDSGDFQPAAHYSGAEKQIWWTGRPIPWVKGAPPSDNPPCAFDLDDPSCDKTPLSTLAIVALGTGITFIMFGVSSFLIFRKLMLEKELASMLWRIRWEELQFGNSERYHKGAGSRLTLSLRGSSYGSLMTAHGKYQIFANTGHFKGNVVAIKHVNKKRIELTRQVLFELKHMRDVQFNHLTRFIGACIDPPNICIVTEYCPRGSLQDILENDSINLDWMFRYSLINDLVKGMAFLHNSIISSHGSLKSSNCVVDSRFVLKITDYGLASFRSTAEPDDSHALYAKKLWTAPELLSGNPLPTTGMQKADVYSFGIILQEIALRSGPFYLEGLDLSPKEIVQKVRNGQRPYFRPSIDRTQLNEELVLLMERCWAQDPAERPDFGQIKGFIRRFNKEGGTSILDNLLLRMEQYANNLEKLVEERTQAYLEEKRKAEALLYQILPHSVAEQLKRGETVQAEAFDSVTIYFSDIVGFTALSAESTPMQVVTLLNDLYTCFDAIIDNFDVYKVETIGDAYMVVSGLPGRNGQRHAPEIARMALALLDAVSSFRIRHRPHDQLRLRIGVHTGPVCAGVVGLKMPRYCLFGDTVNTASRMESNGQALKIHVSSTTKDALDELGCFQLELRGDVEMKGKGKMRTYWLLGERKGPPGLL
KLK7 zymogen act – proKLK7 zymogen activators, primary screen, biochemical, fluorescence intensity | Kallikrein-7 (Homo sapiens), P49862 | purified proKLK7, EDANS-DABCYL substrate fluorescence; 100% is mature enzyme control, 0% vehicle | activation, % at 7 µM | 370,000 compounds, 0.9% hits;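 active means activation above the mean of all tested compounds plus 3 SD, computed per campaign excluding outliers beyond control limits, cut at about 13% in these data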
GAA850 FXN act – FXN promoter activators, primary screen, cell-based, luciferase luminescence, HEK293 lucGAA850; 360,000 compounds, 0.56% hits; HEK293 lucGAA850 FXN promoter luciferase reporter, 24 h; percent of 10 µM SAHA response; activation, % at 6 µM;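 active means activation above the average of all compounds screened plus 3 SD, cutoff fixed separately per campaign, cut at about 7.5% in these data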;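 further: 0% = DMSO wells and 100% = 10 µM SAHA wells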
ASAP1 inh – inhibitors of human ASAP1 ArfGAP activity, primary screen, biochemical, fluorescence polarization; Arf-GAP with SH3 domain, ANK repeat and PH domain-containing protein 1 (Homo sapiens), …; AID 624377, 2012; 360,000 compounds, 0.19% hits; ASAP1-stimulated ARF1 GTP hydrolysis, GDP FP detection; inhibition, % at 16.5 µM; in the data active means inhibition above about 25%;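 further: 0% = vehicle with enzyme and substrate and 100% = no enzyme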
ARFGAP1 inh – inhibitors of rat ARFGAP1 GAP activity, primary screen, biochemical, fluorescence polarization, GDP tracer. ADP-ribosylation factor GTPase-activating protein 1 (Rattus norvegicus), Q62848. Arfgap1-stimulated ARF1 GTP hydrolysis, GDP FP detection. inhibition, % at 16.5 µM. 360,000 compounds, 0.26% hits;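 active means inhibition above a per-plate limit, mean inhibition of low control wells plus 3 SD, cut at about 25% in these data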;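 further: 0% = DMSO wells with enzyme and 100% = wells lacking Arfgap1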
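material = rat Arfgap1 catalytic domain, aa 1-136 | also added = human ARF1(Δ1-17)-GTP substrate | compound dosing = one concentration, 16.5 µM, DMSO 1.26% | times = GTP hydrolysis reaction 2 h at 25 °C | measured by = FP, GDP Alexa 633 tracer displaced from anti-GDP antibody, 620/688 nm | evaluation = percent inhibition of Arfgap1-stimulated GTP hydrolysis | replication = single well per compound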
sPLA2-III inh – human group III sPLA2 inhibitors, primary screen, biochemical, QFRET, BODIPY PC-A2 liposome substrate; QFRET BODIPY PC-A2 liposome hydrolysis, fluorescence; inhibition, % at 12.2 µM; 370,000 compounds, 0.56% hits; AID 743126, 2013;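 active means inhibition above mean plus 3 SD of compounds lying within the high and low control bounds, cut at about 19% in these data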;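 further: 0% = median of test compound wells and 100% = no enzyme DMSO wells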
ADAM10 inh – human ADAM10 inhibitors, primary screen, biochemical, QFRET, HTS; 370,000 compounds, 0.62% hits; Disintegrin and metalloproteinase domain-containing protein 10 (Homo sapiens), O14672; inhibition, % at 7 µM; AID 720582, 2013; recombinant ADAM10, EDANS/DABCYL FRET peptide cleavage, 3 h;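 active means inhibition above a per-campaign cutoff equal to the mean of compounds falling between control-based bounds plus 3 SD, cut at about 20% in these data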;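 further: 0% = DMSO wells while the 100% control is not disclosed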
Active calls of the source: *; · = no result given.

SMILES	rCAG binder	GC-A act	Tn6 DDE FP	GC-B act	KLK7 zymogen act	GAA850 FXN act	ASAP1 inh	ARFGAP1 inh	sPLA2-III inh	ADAM10 inh
COc1cn(-c2ccccc2)nc1C(=O)Nc1ccc(C)cc1	0	-2	-1	1	-1.6	3.8	12	3	-7	-16
CCN(CC)C(=O)c1ccc(Cc2cn(C)c3ccccc23)nc1	2	1	-9	-4	1.6	-1.3	-3	2	-10	-11
CN1CCN(C(=O)C2=C[C@H](c3csc4ccccc34)C[C@H](OCCCCO)O2)CC1	-7	-4	2	-8	-0.1	-0.8	4	2	6	1
CCOC(=O)c1cccc(NC(=O)C(C)N2C(=O)c3ccccc3C2=O)c1 (stereo not drawn)	-1	0	7	-5	0.8	1.2	-17	9	-4	-3
CC(NC(=O)c1ccccc1F)c1nnc(SCC(=O)NC2CCCCC2)n1C (stereo not drawn)	-2	-5	0	0	0.4	-0.3	-4	5	3	-2
Cc1nc2sccn2c(=O)c1S(=O)(=O)NCCc1ccc(Cl)cc1	-2	3	3	0	0.1	-1.2	9	-5	6	-8
Cc1ccccc1N=Cc1c(O)n(-c2nccs2)c(=O)c2ccccc12	12	7	-2	13	-19	-1.5	-3	19	2	-145
CCCCOc1ccc(C(=O)Nc2ccc(OCC(=O)N3CCOCC3)cc2)cc1	-6	5	-5	-5	0.1	1.0	5	-6	-5	-1
CC1=C(C(=O)N2CCOCC2)CC(CC(=O)NCc2cccs2)C(=O)N1CCC1=CCCCC1 (stereo not drawn)	0	2	-2	2	-0.9	-1.3	13	-4	-2	-6
C/C=C/Cn1c(SC)nc2c1c(=O)[nH]c(=O)n2C	3	1	6	-1	0.8	3.2	-8	0	0	10
COc1ccccc1CNC(=O)C1CCCCN1S(=O)(=O)c1ccccc1 (stereo not drawn)	-4	-8	1	0	-0.1	0.1	-1	6	0	4
Cc1cc(C)nc(N2N=C(c3ccccc3)CC2=O)n1	3	-2	-6	1	0.1	1.4	4	0	-1	-4
CCOc1ccc(-c2nnc3ccc(SC(C)C)nn23)cc1	0	3	7	-9	0.8	0.5	-14	10	-3	-11
CCCNC(=O)C(Cc1ccc(Cl)cc1)NC(=O)c1ccc(C#N)cc1 (stereo not drawn)	-3	1	4	1	0.3	-0.6	2	-9	4	1
S=C(Nc1ccc(Cl)cc1)c1nc2ccccc2[nH]1	5	6	0	-5	0.6	7.8*	-4	-3	30*	10
CCCCCCCCN1C(=O)[C@H](CC(=O)NCc2cccc(C(F)(F)F)c2)C[C@@]2(C(=O)OCC)CCCC=C12	4	-2	-4	0	-0.3	·	6	0	0	2
CCOC(=O)C(NCCc1ccccc1F)(NC(C)=O)C(F)(F)F (stereo not drawn)	-2	4	4	2	0.3	1.1	-4	1	2	6
CC1(C(=O)NCc2ccco2)Cc2c(-c3ccc(C(N)=O)cc3)ccnc2O1 (stereo not drawn)	-1	-2	3	2	-0.2	-5.7	-1	-13	6	-3
CCCCCCn1c(SCCC)nc2c1c(=O)[nH]c(=O)n2C	-5	3	2	-5	-0.2	3.0	-4	7	4	-8
Cc1ccccc1/C=C1\Oc2ccccc2C1=O	0	-9	0	-3	-1.1	-0.2	-5	-6	8	-8
C=CCNC(=O)Cn1c(=O)c2c(ncn2CCC(C)C)n(Cc2ccccc2)c1=O	0	-1	0	2	-0.6	-0.1	10	-8	2	9
C=CCCC1CN(Cc2ccc(OC)cc2)S(=O)(=O)c2c(cccc2N2CCCC2)O1 (stereo not drawn)	4	-4	-3	2	-1.0	·	1	-11	4	2
Cc1ccc(-n2nnnc2-c2cccnc2)cc1	1	2	5	4	0.0	0.5	5	2	-1	7
COc1ccc(NC(=O)c2cccc(N3C(=O)C4C5CCC(C5)C4C3=O)c2)cc1 (stereo not drawn)	0	0	1	4	0.5	0.8	-5	-2	-13	2
CCc1nc(SCC(=O)NCc2ccco2)c2c3c(sc2n1)CCCC3	-3	-10	-2	0	0.1	2.5	-1	10	3	-14

Not a retest: nine of the compounds above.
SMILES	rCAG binder	GC-A act	Tn6 DDE FP	GC-B act	KLK7 zymogen act	GAA850 FXN act	ASAP1 inh	ARFGAP1 inh	sPLA2-III inh	ADAM10 inh
CCN(CC)C(=O)c1ccc(Cc2cn(C)c3ccccc23)nc1	2	1	-9	-4	1.6	-1.3	-3	2	-10	-11
CN1CCN(C(=O)C2=C[C@H](c3csc4ccccc34)C[C@H](OCCCCO)O2)CC1	-7	-4	2	-8	-0.1	-0.8	4	2	6	1
CCOC(=O)c1cccc(NC(=O)C(C)N2C(=O)c3ccccc3C2=O)c1 (stereo not drawn)	-1	0	7	-5	0.8	1.2	-17	9	-4	-3
CC(NC(=O)c1ccccc1F)c1nnc(SCC(=O)NC2CCCCC2)n1C (stereo not drawn)	-2	-5	0	0	0.4	-0.3	-4	5	3	-2
Cc1nc2sccn2c(=O)c1S(=O)(=O)NCCc1ccc(Cl)cc1	-2	3	3	0	0.1	-1.2	9	-5	6	-8
Cc1ccccc1N=Cc1c(O)n(-c2nccs2)c(=O)c2ccccc12	12	7	-2	13	-19	-1.5	-3	19	2	-145
CCCCOc1ccc(C(=O)Nc2ccc(OCC(=O)N3CCOCC3)cc2)cc1	-6	5	-5	-5	0.1	1.0	5	-6	-5	-1
CC1=C(C(=O)N2CCOCC2)CC(CC(=O)NCc2cccs2)C(=O)N1CCC1=CCCCC1 (stereo not drawn)	0	2	-2	2	-0.9	-1.3	13	-4	-2	-6
C/C=C/Cn1c(SC)nc2c1c(=O)[nH]c(=O)n2C	3	1	6	-1	0.8	3.2	-8	0	0	10

Continued.
SMILES	rCAG binder	GC-A act	Tn6 DDE FP	GC-B act	KLK7 zymogen act	GAA850 FXN act	ASAP1 inh	ARFGAP1 inh	sPLA2-III inh	ADAM10 inh
O=C(O)CNC(=O)c1ccc2c(c1)OCCO2	-3	3	-2	-3	0.1	1.3	6	11	11	-5
Cc1ccccc1-c1cccc([C@@H]2C[C@H]3[C@H](CON3C)CN2C(=O)CCc2ccccc2)c1	3	-4	-11	4	0.7	-0.6	6	12	-1	0
COc1ccc(S(=O)(=O)N2CCC(C(=O)NCc3cccc(OC)c3)CC2)cc1	-2	0	-5	0	0.5	-2.1	-1	4	-11	1
COc1ccc(C2CC2/C(C)=N/OC(=O)c2ccc(F)cc2)cc1 (stereo not drawn)	-3	1	0	4	0.3	2.4	-5	0	-7	4
NNC(=S)Nc1ccc(S(=O)(=O)N2CCOCC2)cc1	15	-1	0	-1	-0.2	0.6	6	3	-9	-5
CCN(CC)C(=O)c1ccc(-c2nnc(Nc3cccc(O)c3)c3ccccc23)cc1	-1	3	-12	5	0.5	0.1	15	3	-22	9
Cc1nn(C)c(C)c1CNC(=O)Nc1ccc2c(c1)OCO2	1	1	-4	1	-0.6	-0.3	4	2	6	-1
CC1CCN(CCNC(=O)C2CCN(S(=O)(=O)c3cccc4nsnc34)CC2)CC1	-1	1	4	0	-0.7	0.9	7	4	5	-5
CN(C(=O)c1ccc(NC(=O)Cc2cccc([N+](=O)[O-])c2)cc1)C1CC1	-5	3	8	3	0.9	-0.1	-15	-2	-1	4
COCCNC(=O)c1c[nH]c2ccc(S(=O)(=O)N3CCOCC3)cc2c1=O	3	-1	-5	-2	-17	0.0	4	4	1	-82
CC1CCN(C(=O)C2CCCN(S(=O)(=O)c3cccc4nsnc34)C2)CC1 (stereo not drawn)	-4	3	5	3	0.0	-0.8	-8	3	1	3
O=C(NCCOc1nc(N2CCCCC2)nc(N2CCCCC2)n1)Nc1ccccc1	0	-3	2	0	0.2	-2.1	1	0	10	-6
COC(=O)[C@H](CC(C)C)N(Cc1ccccc1)S(=O)(=O)N(Cc1ccc(OC)cc1)[C@@H](CC(C)C)C(=O)OC	0	1	9	-7	-0.2	-1.6	2	-1	3	-4
Cc1nc([N+](=O)[O-])c(Br)n1Cc1ccc(Cl)c(Cl)c1	0	-9	5	3	0.2	0.9	0	-3	-9	-3
CCCc1cc(=O)c2c(O)ccc(OC)c2o1	-4	-4	-7	0	0.7	0.7	-3	5	3	3
Clc1ccc(Nc2nc(C3CC3)cs2)cc1	9	6	-8	0	-0.2	4.8	9	-12	-4	-24
CC1(C(=O)NS(=O)(=O)C2CC2)CCCN(C(=O)c2ccc(F)cc2Cl)C1 (stereo not drawn)	0	-1	1	1	-0.9	0.4	-23	-2	-7	6
COc1ccc2ccccc2c1/C=N/NC(=O)c1sc(N)c(C#N)c1C	16	-14	-3	1	-0.2	-2.0	-7	4	4	-148
C[C@@H]1CN([C@@H](C)CO)C(=O)CCCn2nncc2CO[C@@H]1CN(C)C(=O)C1CCCCC1	0	-1	-4	0	0.0	2.0	1	-9	11	-9
CSc1cccc(NC(=O)C2CCN(S(=O)(=O)c3ccc(F)cc3)CC2)c1	1	-9	-3	-5	-0.2	-1.9	7	-8	-38	1
CCN(CC)CCCNC(=O)CNC(=O)c1nn(-c2ccc(OC)cc2)c(=O)c2ccccc12	-1	0	3	4	0.1	1.6	-6	0	3	-8
O=S(=O)(c1ccccc1)[C@@]1(c2ccc(Br)cc2)C[C@@H]2ON=C(c3cccc(Br)c3)[C@@H]2C1	4	-9	-9	-6	0.1	0.8	-4	3	3	7
CC(=O)N1CC(C)Sc2ccc(S(=O)(=O)NCc3ccc(F)cc3)cc21 (stereo not drawn)	-1	0	5	1	0.3	1.8	6	2	-4	-2
COc1cc(NC(=S)NCCN2CCOCC2)cc(OC)c1	4	1	-3	-4	0.1	-0.3	7	-1	11	-8
Cc1ccc(CSCC(=O)N2CCN(c3ccccc3)CC2)cc1	0	0	8	1	0.1	4.2	7	-5	-1	4
Cc1cccnc1NCC(O)COc1ccccc1 (stereo not drawn)	-1	-1	0	0	0.4	-0.1	-1	-11	-3	-9
